mcGAS MS inh – mouse cGAS inhibition by mass spec | actives 0.18% (n = 130,000) | Q8C6L5 | recombinant mouse cGAS, cGAMP by RapidFire MS | inhibition, % at 12.5 µM;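 active means inhibition of cGAS enzyme activity at or above 60%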;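 further: enzyme stimulated by 45 bp dsDNA with ATP and GTP substrates; cGAMP share of summed cGAMP plus half ATP and half GTP signals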
Target sequence (Q8C6L5 whole entry, looked up): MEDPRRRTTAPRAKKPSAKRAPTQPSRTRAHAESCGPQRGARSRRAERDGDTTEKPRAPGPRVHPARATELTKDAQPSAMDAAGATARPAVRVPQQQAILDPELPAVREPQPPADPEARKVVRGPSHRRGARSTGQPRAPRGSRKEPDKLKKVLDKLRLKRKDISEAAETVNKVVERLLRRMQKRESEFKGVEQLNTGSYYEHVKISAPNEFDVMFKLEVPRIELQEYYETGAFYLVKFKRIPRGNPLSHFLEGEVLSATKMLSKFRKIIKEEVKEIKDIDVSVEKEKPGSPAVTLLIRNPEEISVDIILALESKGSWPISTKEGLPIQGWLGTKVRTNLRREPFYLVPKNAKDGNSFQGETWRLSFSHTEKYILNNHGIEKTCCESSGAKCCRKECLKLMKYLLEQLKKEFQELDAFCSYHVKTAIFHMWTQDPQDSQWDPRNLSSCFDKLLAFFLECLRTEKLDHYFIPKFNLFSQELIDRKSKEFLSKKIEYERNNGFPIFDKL
* marks the source's active call; other numbers are inactive results; & = joins results of further samples.

SMILES | mcGAS MS inh
OC(CN1CCOCC1)Cn1c2ccccc2c2ccccc21 (stereo unspecified) | -10
O=C(O)Cn1cc(/C=C2/CSc3ccc(Cl)cc3C2=O)nn1 | 13
CC1(c2ccco2)NC(=O)N(CC(=O)Nc2cccc(C#N)c2)C1=O (stereo unspecified) | 1
Cc1cc(I)ccc1NC(=O)C1CCCN1Sc1ccccc1[N+](=O)[O-] (stereo unspecified) | -5
CC(C)(NC(=O)c1scnc1Cl)c1ccc(Br)cc1 | -14
CCOc1ccc(-c2cnc(COCc3ccccc3)[nH]2)cc1 | -6
Cn1nnc2c(NCc3ccccc3Cl)ncnc21 | -14
COCC(C)NC(=O)c1ccc(CSc2ccccc2)o1 (stereo unspecified) | -5
C#CCOC(=O)N1CC2(CCCC2)NC(=O)C1CC(=O)O (stereo unspecified) | -2
CC(=O)Nc1cccc(C(=O)N2Cc3cnc(-c4ccccc4)nc3C2)c1 | -22
COc1ccc(-c2nnc(-c3ccccc3)o2)cc1S(=O)(=O)N1CCN(c2ccccc2)CC1 | -4
O=C(O)CCS(=O)(=O)c1ncn[nH]1 | -4
Cc1ccc(-n2nc(C)c(=O)c(-c3ccccc3)c2NC(=O)c2ccco2)cc1C | -14
CCn1c(SCC(=O)Nc2ccc(F)cc2)nnc1-c1ccco1 | -9
N#CC1C(=N)Oc2n[nH]c(-c3ccncc3)c2C1c1ccc2c(c1)OCO2 (stereo unspecified) | -5
CCOC(=O)C1=NN(C(C)=O)C2(CC(=O)N(c3ccc(I)cc3)C2=O)C1 (stereo unspecified) | 2
Cc1csc(CNC(=O)c2coc(COc3cccc(C(F)(F)F)c3)n2)n1 | -7
O=C(c1cnccn1)N(Cc1ccco1)c1ccc(Cl)cc1 | -2
O=C(NC(CCO)C1CC1)c1c(F)cccc1Br (stereo unspecified) | 4
CNc1nc(C)c(C(=O)N(C)Cc2ccncc2C)s1 | -5
O=C(CSc1nc2[nH]ncc2c(=O)[nH]1)NCc1ccccc1 | -5
Cc1ccc(N2CCN(S(=O)(=O)c3ccccc3Cl)CC2)cc1Cl | 7
Cc1ncc(-c2c(-c3ccccc3)ncn2CCN(C(C)C)C(C)C)n1C | -29
C1Cc2nc(C3CC3)nc(Sc3nnc(N4CCCC4)s3)c2C1 | -3
O=C(Cn1cc(Cl)c([N+](=O)[O-])n1)NCCC1=CCCCC1 | 34

Sorted by SMILES length (low to high): some entries from above.
SMILES | mcGAS MS inh
O=C(NC(CCO)C1CC1)c1c(F)cccc1Br (stereo unspecified) | 4
COCC(C)NC(=O)c1ccc(CSc2ccccc2)o1 (stereo unspecified) | -5
CCOc1ccc(-c2cnc(COCc3ccccc3)[nH]2)cc1 | -6

Another view of some results above:
Cc1ccc(N2CCN(S(=O)(=O)c3ccccc3Cl)CC2)cc1Cl
  mcGAS MS inh: 7
Cc1csc(CNC(=O)c2coc(COc3cccc(C(F)(F)F)c3)n2)n1
  mcGAS MS inh: -7
COCC(C)NC(=O)c1ccc(CSc2ccccc2)o1 (stereo unspecified)
  mcGAS MS inh: -5
N#CC1C(=N)Oc2n[nH]c(-c3ccncc3)c2C1c1ccc2c(c1)OCO2 (stereo unspecified)
  mcGAS MS inh: -5

Of the compounds above, 2 have bromine:
SMILES | mcGAS MS inh
CC(C)(NC(=O)c1scnc1Cl)c1ccc(Br)cc1 | -14
O=C(NC(CCO)C1CC1)c1c(F)cccc1Br (stereo unspecified) | 4

Given with each value named: 4 of the compounds above.
CCOc1ccc(-c2cnc(COCc3ccccc3)[nH]2)cc1
  mcGAS MS inh = -6
Cn1nnc2c(NCc3ccccc3Cl)ncnc21
  mcGAS MS inh = -14
COCC(C)NC(=O)c1ccc(CSc2ccccc2)o1 (stereo unspecified)
  mcGAS MS inh = -5
C#CCOC(=O)N1CC2(CCCC2)NC(=O)C1CC(=O)O (stereo unspecified)
  mcGAS MS inh = -2

(more compounds)
SMILES | mcGAS MS inh
CN(C(=O)C1CC1c1ccccc1)C1CCN(c2ccccc2)C1=O (stereo unspecified) | -5
COc1cc(NC(=O)CCC2CCCN(C(=O)CN3CCCC3=O)C2)cc(OC)c1 (stereo unspecified) | -4
CCOC(=O)N1CCN(C(=O)c2cc3ccccc3cc2O)CC1 | -1
Oc1oc(-c2ccc(Br)cc2)nc1C=Nc1ccccc1I | -8
Cc1cc(C2=NNC(=NC(C)C)SC2)c(C)s1 | 10
COc1cc(OC)cc(C(=O)N2CCCC(N3CCN(c4ccccc4C)CC3)C2)c1 (stereo unspecified) | -2
COc1ccc(C(=O)n2nc(C)c(Sc3ccccc3)c2C)cc1 | -2
C=CCn1c(SCC(=O)Nc2ccc(O)cc2)nc2sc(CC)cc2c1=O | 2
Clc1ccccc1CN1CCOC(CSc2nnc(NC3CC3)s2)C1 (stereo unspecified) | -1
CC(C)c1ccc(C(=O)N2CCN(CCCO)CC2)cc1 | -18
Cc1cc(C(=O)N2CCC2(C)C(=O)O)c(C)o1 (stereo unspecified) | 12
O=C(CN1C(=O)NC2(CCCC2)C1=O)N1CCN(C(=O)c2cccs2)CC1 | -2
O=C(Nc1ccc(Cl)c(F)c1)c1ccnc(C2CC2)n1 | -3
COc1cccc(-n2cc(CN(C)C(=O)c3nn(C)c4c3CCCC4)cn2)c1 | -30
CCOC(=O)NC(=O)C(=CNc1ccc(C)cc1)C(=O)NC(=O)OCC | -10
CN(Cc1cnn(-c2ccccc2)n1)C(=O)NCC1CCCO1 (stereo unspecified) | -8
CS(=O)(=O)c1ccc(CC(=O)Nc2nc3c(s2)Cc2ccccc2-3)cc1 | -7
N#CCSc1n[nH]c2nc3ccccc3n12 | 2
Cn1cc(/C=C2\CCCC3=C2OC(=N)C(C#N)C3c2cnn(C)c2)cn1 (stereo unspecified) | 11
CC1(C)C/C(=N/O)C2C=C(c3ccccc3)N(c3ccccc3)C2C1 (stereo unspecified) | -1
CC(C)CNC(=O)NC(=O)CSC1=NCCS1 | -27
CCN(CC)CCCC(C)NCC1CC2C=CC1C2 (stereo unspecified) | -7
CCCCC1=NN2C(=N)/C(=C/c3cccc4ccccc34)C(=O)N=C2S1 | -3
COc1cccc2cc(-c3nnc(NC(=O)Cc4ccc(S(C)(=O)=O)cc4)o3)oc12 | -2
CC(NC(=O)CN1CCCCC1CNS(C)(=O)=O)c1ccc(F)cc1F (stereo unspecified) | -20
New compounds follow:
SMILES | mcGAS MS inh
O=C(NC1CCN(c2ccccn2)CC1)N1CC2(CC2)c2ccccc21 | -6
CN(C)S(=O)(=O)CCCOc1ccc(N2CCCC2)cc1 | -27
CCc1csc(CNC(=O)c2ccc(N3CCCC(OC)C3)nc2)n1 (stereo unspecified) | -7
Cn1ccnc1CN(CCO)C(=O)c1cccc2c1OCC2 | -1
CSC1=NCC(C)(C)CN1 | -10
CC(C)NC(=O)CN(CCC1CCCCC1)CC(N)=O | 1
O=c1c2ccccc2nc(SCc2cc(=O)n3ccsc3n2)n1CC1CCCO1 (stereo unspecified) | 16
O=C(Cn1cnc2c(nnn2Cc2ccc(Cl)cc2)c1=O)NCc1ccc2c(c1)OCO2 | 5
CCCc1nc(CN(CC)C(=O)c2ccc3ncsc3c2)no1 | -23
C=C(NN=c1sc2ccccc2n1C)c1cccc(C(F)(F)F)c1 | -10
Cc1ccccc1Cn1nc(-c2ccco2)ccc1=O | -36
Nc1nnnn1/N=C\c1ccc(OCc2ccc(Cl)cc2Cl)cc1 | -15
CCC(=O)Nc1ccc(OCC(=O)N(C)Cc2sccc2C)cc1 | -4
CC(C)CCNC(=O)N1CCN(S(=O)(=O)c2ccccc2C#N)CC1 | -3
N#CCCSc1nnc(-c2cccnc2)n1Cc1ccccc1 | -3
COC(=O)c1sc(N)c(C(=O)OC)c1COC(=O)C1CC=CCC1 (stereo unspecified) | -31
Cc1ccc(-c2nc3cnccn3c2NC2CCCCC2)o1 | 3
CCn1nc(C)c(CNC(=O)C2CCC(=O)N(CCc3ccccn3)C2)c1C (stereo unspecified) | -2
COc1cc2c(cc1OC)CN(C1CCCN(Cc3cccc(C(C)=O)c3)C1)CC2 (stereo unspecified) | 6
COc1cc(OC)c(C2CC(c3ccc(F)cc3)=Nc3ncnn32)cc1OC (stereo unspecified) | -1
O=C(NCC1CN(Cc2ccccc2)CCO1)c1ccoc1 (stereo unspecified) | -4
CN1CCNC(=O)C12CCN(C(=O)C1=CC(=O)CC(C)(C)O1)CC2 | -14
O=C(C1c2ccccc2Oc2ccccc21)N(C(=O)N1CCCCC1)c1ccccc1 | -7
O=S1(=O)CC2N=C(Nc3ccccc3Cl)SC2C1 (stereo unspecified) | 11
c1cc2c(cc1-c1cnnc(NCCCN3CCOCC3)n1)OCO2 | -1
Later entries
SMILES | mcGAS MS inh
CSc1ccc(-c2csc(NC(=O)c3ccc(S(=O)(=O)N4CCCC4)cc3)n2)cc1 | -1
CN(Cc1cc(Br)ccc1F)C(=O)NCc1ccco1 | -4
CC(=O)c1c(C)oc2ccc(NS(=O)(=O)c3cc([N+](=O)[O-])ccc3C)cc12 | -8
CC1COc2c(N3CCN(C)CC3)c(F)cc3c(=O)c(C(=O)NC4=NCCS4)cn1c23 (stereo unspecified) | -6
CCN1CCCC1CNS(=O)(=O)c1c(C)c(C)cc(C)c1C (stereo unspecified) | -2
CCc1ccc(-n2c(C)c(C)n3c4c(=O)n(CCN5CCCCC5)c(=O)n(C)c4nc23)cc1 | -2
O=c1c2cnc3ncnn3c2ccn1CCCN1CCOCC1 | 0
O=C(NCC1(Cn2cccn2)CC1)c1ccc2scnc2c1 | -5
CC(C1CC1)N(C)C(=O)c1cccc(NC(=O)c2cccs2)c1 (stereo unspecified) | -24
CC1(C(=O)NS(=O)(=O)c2ccccc2Cl)CCN1C(=O)CC1CCCCC1 (stereo unspecified) | -3
O=c1c(Cl)c(NCc2nnc3ccccn23)cnn1-c1ccccc1 | 2
CN(C(=O)CCn1cncn1)C1CCc2ccccc21 (stereo unspecified) | -4
CCCCCCOc1ccc(C(=O)OC)c(C#N)c1 | -7
Cc1nc(C)c(C(=O)N(CC2CCN(Cc3ccccc3C)CC2)CC2CCCO2)s1 (stereo unspecified) | -1
O=c1oc2ccccc2n1CCN1CCCC(Cn2ccnc2)C1 (stereo unspecified) | -22
O=C1OC(Cc2ccccn2)C(=O)C1C1=NC2CCCCC2N1 (stereo unspecified) | -9
O=C1Nc2ccccc2Oc2ccc(NS(=O)(=O)C3CCCCC3)cc21 | -1
Cc1ccc(NC(=O)N(CCC#N)C(C)C)cc1Cl | -5
Cc1ccc(S(=O)(=O)NCc2ccc3c(c2)OCO3)c(C)c1 | -3
O=S(=O)(c1ccc2c(c1)OCCO2)N1CCCC1c1ccc2c(c1)OCCO2 (stereo unspecified) | -10
CC(C)(C)c1ccc(-c2nc(NC(=O)C(=O)NC3CC3)n[nH]2)cc1 | 6
CC(COc1ccccc1)N(CCCl)Cc1ccccc1 (stereo unspecified) | 3&6
CNc1cc(-c2ccc(O)cc2C)ncn1 | -1
CCCCc1nc2sc3c(=O)n(N)cnc3c2c2c1CCC2 | -5
COc1ccccc1-c1ncc(CN2CCC3(CCNCC3)CC2)cn1 | -11
(listing goes on)
SMILES | mcGAS MS inh
CC(NCc1ccc(C2CC2C)o1)c1ccc(-n2ccnc2)cc1 (stereo unspecified) | -6
CCNc1cc(C)nc(N2CCN(C(=O)c3ccc(C)cc3)CC2)n1 | -11
NS(=O)(=O)c1ccc(N2CCN(CCCc3cn[nH]c3)CC2)cc1 | -2
CCOC(=O)c1c(C)[nH]c(C(=O)CSc2nc(C)nc3sc4c(c23)CCC4)c1C | -25&-2
Cc1ccc(-n2nnnc2SCC(=O)NC(C)c2cccs2)cc1 (stereo unspecified) | -4
CC1(C(=O)NCc2ccc(C(F)(F)F)cc2)CCN1Cc1ccc(-c2ccccn2)cc1 (stereo unspecified) | -12
Cn1cc(C#N)cc1C(=O)NCC1COc2ccccc2O1 (stereo unspecified) | -3
O=C(c1ccc(F)c(F)c1)N1CCN(c2ccc3nnc(-c4ccco4)n3n2)CC1 | -2
CN(C)c1cc(C(=O)NC(C)(C)c2ccc3c(c2)OCO3)ccn1 | -1
CN(C)S(=O)(=O)c1cccc(NC(=O)C2Cc3ccccc3S2)c1 (stereo unspecified) | -5
COCCN(C)C(c1ccccc1)c1ccccn1 (stereo unspecified) | -1
Cc1noc(C(NCc2ccc(Cl)o2)C(C)C)n1 (stereo unspecified) | 0
Cc1cccc(C(N)=NOC(=O)C23CC4CC(CC(C4)C2)C3)c1 | 3
CCn1c(C2CCCNC2)nn(CCCc2ccccc2)c1=O (stereo unspecified) | -13
c1ccc(Cn2c(NCc3ccc4c(c3)OCO4)nc3ccccc32)cc1 | -6
CN1CC[C@@H](c2ccc3ccccc3c2)[C@H](O)C1 | -11
Cc1nnc(SCCCn2cc(-c3cccc(O)c3)nn2)s1 | 4
O=C1CCC(C(=O)N2CCc3ccccc3C2)CN1CCN1CCOCC1 (stereo unspecified) | -6
COc1cc2c(cc1OC)C(c1ccccc1)N(CC(=O)NCC1CCCO1)CC2 (stereo unspecified) | -29
O=S(=O)(NCCc1ccc2c(c1)OCO2)c1cccc(F)c1 | -3
CCn1c(C2CCN(C(=O)C(N)CC3CCCC3)CC2)nn(C)c1=O (stereo unspecified) | -20
Cc1cc(CC(C)NC(=O)c2cc3ccccc3s2)n[nH]1 (stereo unspecified) | -6
CN(Cc1cc(C#N)ccc1F)C(=O)Nc1ccccc1 | -11
O=C(c1csc2c1CCCC2)N1CCN(S(=O)(=O)c2ccccc2F)CC1 | -2

Not all compounds are listed; rates above refer to the full screens.
